MC4R ag barr: MC4R agonists recruiting beta-arrestin, primary screen, cell-based, luminescence, agonist arm of biased-ligand search; U2OS MC4R beta-arrestin complementation; percent of melanotan II response, DMSO zero; activation, % at 8.9 µM; Melanocortin receptor 4 (Homo sapiens), P32245; AID 540308, 2011; hit rate 0.98% among 360,000;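 active means activation above a per-plate cutoff, the mean activation of sample wells on that plate plus 3 SD, cut at about 8% in these data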
EBV LMP1 NFkB: EBV LMP1-driven NF-kappaB luciferase reporter inhibitors, primary screen, cell-based, luminescence, single point. LMP1-induced NF-kappaB luciferase reporter cells. inhibition, % at 12.5 µM. hit rate 0.69% among 350,000; in the data active means inhibition above about 41%;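 further: 0% = neutral control wells and 100% = reference inhibitor control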
ABHD5 PLIN5 PPI: ABHD5-PLIN5 interaction inhibitors, primary screen, cell lysate, split luciferase complementation, luminescence | Split G. princeps luciferase complementation, 4 h | inhibition, % at 4 µM | Perilipin-5 (Homo sapiens) + 1-acylglycerol-3-phosphate O-acyltransferase ABHD5 (Homo … | hit rate 0.78% among 360,000;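 active means inhibition above the mean inhibition across every tested compound plus 3 SD, cut at about 22% in these data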;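 further: 0% = DMSO only wells and the 100% control is not disclosed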
MC4R antagonist: MC4R antagonists of cAMP signaling, primary screen, cell-based, TR-FRET, antagonist arm of biased-ligand search; Melanocortin receptor 4 (Homo sapiens), P32245; MC4R-expressing cells, MTII-stimulated cAMP, LANCE TR-FRET; inhibition, % at 6.5 µM; hit rate 0.48% among 360,000; AID 540295, 2011;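 active means inhibition above its plate's cutoff, the mean of tested wells on that plate plus 3 SD, cut at about 29% in these data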;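 further: 0% = Melanotan II alone and 100% = Melanotan II plus saturating MCL0020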
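system = U2OS cells with stable human MC4R expression | also added = Melanotan II challenge after compound preincubation | dosing = one concentration, 6.5 µM nominal | incubation = compound 30 min, challenge 1 h, detection 1 h | measured by = TR-FRET with Eu-cAMP and labeled anti-cAMP, 671 nm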
SRC1 inh: SRC1 coactivator transcriptional activity inhibitors, primary screen, cell-based, luminescence; Nuclear receptor coactivator 1 (Homo sapiens), Q15788; HEK293 GAL4-SRC1 luciferase reporter; inhibition, % at 3.6 µM; hit rate 0.12% among 360,000; AID 588354, 2011;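 active means inhibition above the campaign mean plus 3 SD, with each screening campaign given its own cutoff, cut at about 60% in these data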;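 further: 0% = DMSO treated cells and 100% = gossypol at 36 µM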
NCOA2 inhibitor: inhibition of GAL4-SRC2 driven luciferase reporter, primary screen, SRC2 inhibitor project, cell-based, luminescence | Nuclear receptor coactivator 2 (Homo sapiens), Q15596 | HEK293 GAL4-SRC2 luciferase reporter | inhibition, % at 9 µM | hit rate 0.17% among 370,000;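 active means inhibition above the mean inhibition of all tested compounds plus 3 SD, set per campaign, cut at about 52% in these data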;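 further: 0% = DMSO treated cells and 100% = cells given Gossypol at 36 µM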
LRH-1 inv ag: LRH-1 (NR5A2) inverse agonists, primary screen, cell-based, luminescence, HEK293T, StAR-luciferase reporter; inhibition, % at 3.6 µM; hit rate 0.13% among 360,000; LRH-1 transfected, 24 h; Nuclear receptor subfamily 5 group A member 2 (Homo sapiens), O00482;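 active means inhibition above the mean inhibition of all tested compounds plus 3 SD, cut at about 73% in these data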;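 further: 0% = DMSO wells and 100% = reporter-only cells lacking LRH-1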
NOD2 RIPK2 PPI: NOD2-RIPK2 binding disruptors in cells, primary screen, fluorescence, CHO cells, BLA complementation | Receptor-interacting serine/threonine-protein kinase 2 (Homo sapiens), O43353 | CCF4 ratio | inhibition, % at 4.98 µM | hit rate 0.38% among 360,000; in the data active means inhibition above about 21%;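 further: 0% = vehicle only and 100% = reference blocker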
Target sequence (O43353 whole entry, looked up): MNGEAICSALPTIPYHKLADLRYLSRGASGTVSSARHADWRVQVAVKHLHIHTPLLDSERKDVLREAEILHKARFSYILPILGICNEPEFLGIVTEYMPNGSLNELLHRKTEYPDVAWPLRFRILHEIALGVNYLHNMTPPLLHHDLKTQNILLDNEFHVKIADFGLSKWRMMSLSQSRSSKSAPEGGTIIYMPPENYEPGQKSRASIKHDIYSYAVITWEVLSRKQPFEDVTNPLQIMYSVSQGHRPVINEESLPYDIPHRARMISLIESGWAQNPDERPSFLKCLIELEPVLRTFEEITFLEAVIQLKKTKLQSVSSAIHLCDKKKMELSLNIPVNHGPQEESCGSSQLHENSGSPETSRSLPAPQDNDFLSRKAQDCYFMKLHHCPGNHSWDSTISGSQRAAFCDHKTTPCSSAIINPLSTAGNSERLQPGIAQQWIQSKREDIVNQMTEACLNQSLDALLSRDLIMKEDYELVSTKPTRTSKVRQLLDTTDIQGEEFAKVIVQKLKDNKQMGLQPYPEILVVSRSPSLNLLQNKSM
TLR9-MyD88 block: inhibitors of TLR9-MyD88 association in cells, primary screen, cell-based, CHO, BLA complementation, fluorescence | inhibition, % at 4.98 µM | CCF4 FRET ratio | Toll-like receptor 9 (Homo sapiens) + Myeloid differentiation primary response protein … | hit rate 0.21% among 340,000;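 active means inhibition above the mean over all tested compounds plus 3 SD, cut at about 21% in these data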;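 further: 0% = DMSO only wells and 100% = clavulanate BLA inhibitor control wells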
COUP-TFII inh: NR2F2 transcriptional activity inhibitors, primary screen, cell-based, luciferase reporter, HEK293T, luminescence | HEK293T NGFI-A luciferase reporter | AID 686940, 2013 | COUP transcription factor 2 (Homo sapiens), P24468 | hit rate 0.7% among 370,000 | inhibition, % at 8.6 µM;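 active means inhibition above a per-plate cutoff, mean inhibition of test wells between control levels plus 3 SD, cut at about 38% in these data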;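 further: cells cotransfected with COUP-TFII expression vector driving the NGFI-A reporter; 0% = median of COUP-TF2 test wells and 100% = reporter-only cells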
Target sequence (P24468 whole entry, looked up): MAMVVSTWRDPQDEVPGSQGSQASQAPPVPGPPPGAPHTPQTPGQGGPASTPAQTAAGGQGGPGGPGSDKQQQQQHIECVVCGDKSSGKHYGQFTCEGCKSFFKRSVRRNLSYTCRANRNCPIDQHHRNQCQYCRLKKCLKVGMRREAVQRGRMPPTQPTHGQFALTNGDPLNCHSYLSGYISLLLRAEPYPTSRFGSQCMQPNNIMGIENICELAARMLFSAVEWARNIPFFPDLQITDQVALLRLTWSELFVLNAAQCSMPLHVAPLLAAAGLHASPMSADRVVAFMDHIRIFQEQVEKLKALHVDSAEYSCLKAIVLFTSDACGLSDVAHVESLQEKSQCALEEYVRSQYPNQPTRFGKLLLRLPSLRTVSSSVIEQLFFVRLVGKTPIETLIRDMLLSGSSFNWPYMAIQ
NCOA3 inh: SRC3 coactivator transcriptional activity inhibitors, primary screen, cell-based, luminescence; HEK293 GAL4-SRC3 luciferase reporter; inhibition, % at 3.6 µM; hit rate 0.17% among 360,000;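 active means inhibition above a per-campaign cutoff, the mean of all compounds plus 3 SD, cut at about 60% in these data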;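 further: 0% = DMSO-treated cells and 100% = gossypol-treated cells at 36 µM; higher means less SRC3-driven luciferase light from the GAL4 reporter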
An asterisk follows results filed as active; . = not tested or not shown. Some of the compounds tested, so the mix of outcomes need not match the whole.

SMILES | MC4R ag barr | EBV LMP1 NFkB | ABHD5 PLIN5 PPI | MC4R antagonist | SRC1 inh | NCOA2 inhibitor | LRH-1 inv ag | NOD2 RIPK2 PPI | TLR9-MyD88 block | COUP-TFII inh | NCOA3 inh
Cc1ccc(SCC(=O)Nc2ccc(S(=O)(=O)Nc3nccs3)cc2)cc1 | -0.1 | -1 | -11 | 4 | -8 | -20 | -14 | 1 | -9 | 12 | -26
O=c1oc(/C=C/c2ccccc2)nc2ccccc12 | 3.1 | 19 | 12 | -3 | -50 | -35 | -153 | 0 | 2 | -28 | -66
Cc1cc(C)cc(NC(=S)N(CCCN2CCN(C)CC2)Cc2cccs2)c1 | 0.3 | 8 | 1 | 3 | 14 | -1 | -5 | -4 | 3 | 7 | 21
CCN(CC(=O)Nc1ccc(NC(C)=O)cc1)C(=O)c1cc([N+](=O)[O-])ccc1Sc1ccc(Cl)cc1 | -1.1 | -24 | -4 | 10 | -16 | -14 | -13 | 5 | 5 | -10 | -1
COc1cc(C(=O)Nc2cc(OC)c(OC)c(OC)c2)ccc1OCc1c(C)noc1C | 3.2 | 7 | 1 | 8 | -6 | 11 | -2 | 0 | 0 | -17 | 9
Cc1ccc(-n2c(SCC(=O)Nc3ccc4c(c3)OCO4)nnc2-c2cccs2)cc1 | 0.6 | 4 | 6 | 0 | -11 | -11 | 3 | 7 | 0 | 2 | -3
CN(C(=O)CN(c1ccccc1)S(=O)(=O)c1ccc(F)cc1)C1CCS(=O)(=O)C1 (stereo not given) | -1.3 | -2 | 0 | 17 | -9 | -10 | 6 | -8 | 1 | -2 | 6
CC(=O)OC1CCC2C3CCC4OC(=O)CCC4C3CCC12C (stereo not given) | 1.2 | 3 | 5 | 13 | -4 | 20 | 11 | -3 | -11 | 0 | -8
CC(=O)c1ccc(OCC(=O)OCC(=O)Nc2sccc2C(N)=O)cc1 | 0.8 | -1 | -5 | 20 | -20 | -15 | 23 | -5 | 3 | 9 | -6
O=C1Nc2ccc([N+](=O)[O-])cc2OC1CCN1CCOCC1 (stereo not given) | -2.1 | 3 | 2 | 3 | 6 | -7 | 14 | -4 | -2 | -22 | 24
Cc1ccc(Nc2nc(/N=C/NO)n[nH]2)cc1C | -2.8 | -18 | 1 | 13 | -65 | -27 | -61 | -2 | -2 | -42 | -84
CCOc1ccc(C2C(C(=O)c3ccco3)=C(O)C(=O)N2CCN2CCOCC2)cc1OCC (stereo not given) | -1.2 | -7 | -4 | -3 | 0 | -1 | 12 | -4 | -12 | -28 | 9
CCCN1CCN(S(=O)(=O)c2ccc(OC)c(Br)c2)CC1 | 0.3 | -1 | 13 | -6 | -5 | -44 | 11 | -97 | -9 | 5 | -3
C/C(=N/OCO/N=C(\C)c1ccc(F)cc1F)c1ccc(F)cc1F | 3.1 | -1 | 11 | -5 | -29 | -17 | -3 | 5 | 6 | 5 | 24
CC(=O)Nc1ccc(SC[C@H](Cc2ccccc2)N2CCN(CCc3ccccc3)CCC2=O)cc1 | 0.7 | 1 | -3 | 14 | -7 | 0 | -3 | 0 | 1 | 2 | 0
CCC(C(=O)Nc1ccccc1C(=O)N1CCOCC1)N1C(=O)c2ccccc2C1=O (stereo not given) | -1.6 | -2 | 3 | 18 | 5 | 3 | 10 | 0 | 1 | -7 | -13
CC(C)C(=O)Nc1cccc(C(=O)Nc2ccc(S(=O)(=O)Nc3nccs3)cc2)c1 | 1.0 | -1 | -6 | 23 | 11 | 16 | 7 | -8 | 6 | 14 | -14
CCOc1ccc(NC(=O)c2cc(=O)[nH]c3ccccc23)cc1 | -0.4 | -21 | -4 | 0 | -19 | -10 | -1 | -18 | 0 | -1 | -11
CN(C(=O)COC(=O)C1CCN(S(=O)(=O)c2ccc3c(c2)OCCO3)CC1)C1CCCCC1 | -1.7 | -1 | 2 | 8 | -15 | -33 | -7 | 0 | -16 | 7 | 16
CC(=O)N/C(=C\c1ccccc1)C(=O)OCC(=O)Nc1cc(S(=O)(=O)N(C)C)ccc1Cl | 0.7 | 5 | 9 | -2 | -18 | -2 | 4 | -8 | -2 | -6 | 5
COc1ccc(Nc2nc3ccccc3n3nnnc23)cc1 | 2.3 | 2 | 3 | -12 | -40 | -14 | 6 | 4 | -6 | -4 | 12
Cc1[nH]c2ccc(F)cc2c1CCN(Cc1ccco1)C(=S)NC(C)(C)C | 0.0 | -2 | -3 | 17 | -24 | -8 | 9 | -6 | -11 | -14 | 4
Cc1ccc(NC(=O)Cc2nnc(SCC(=O)NC3=NCCS3)n2C)cc1 | -1.3 | -4 | 1 | 13 | 21 | 2 | 19 | 5 | 4 | -1 | -28
Cc1ccc(NC(=S)NCC2CCCO2)cc1C (stereo not given) | -0.7 | -5 | -3 | 1 | -23 | -31 | -10 | -3 | 0 | -2 | -22
Cc1ccc(NC(=S)Nc2cc(C)on2)cc1 | 1.1 | . | 2 | 0 | -99 | -39 | -112 | -1 | . | -12 | -60
Nc1nc(NC(=O)Cc2ccccc2)nn1-c1ccccc1 | -2.2 | 4 | -2 | 3 | -7 | 3 | 10 | -4 | -1 | -20 | -8
COCC1CCCCN1C(=O)c1ccc(OC)c(OC2CCN(C(C)C)CC2)c1 (stereo not given) | 0.4 | -4 | -7 | 7 | -8 | -9 | -32 | -9 | 4 | -7 | 2
O=C(CCn1c(=O)c2sccc2n(CC(=O)OCc2ccccc2)c1=O)NCc1ccccc1 | -0.2 | 0 | 2 | 0 | 9 | -30 | 6 | 7 | 3 | -3 | -27
Cc1c(C(=O)O)sc2nc(CSc3ncc(C(F)(F)F)cc3Cl)[nH]c(=O)c12 | 3.6 | -13 | 16 | 6 | -45 | -9 | 0 | -4 | 5 | 8 | 15
Nc1nc2n(n1)C(c1cccc(Br)c1)CC(c1ccc(F)cc1)N2 (stereo not given) | -0.4 | -5 | 1 | 13 | -11 | -1 | 6 | 1 | 5 | -15 | 3
CC(C(=O)N1CCCC1)N1CCN(c2ccccc2O)CC1 (stereo not given) | -2.8 | -4 | 4 | 0 | -4 | 4 | 5 | 4 | -1 | 0 | 16
CCOC(=O)c1ccc(-n2ccnc2)c(NC(=O)c2cccc(Br)c2)c1 | 0.2 | 0 | 4 | 8 | -2 | -25 | 6 | -14 | -4 | 15 | 10
Cc1ccc(Nc2nc3ccccc3c(=O)[nH]2)cc1C | 7.1 | -13 | 0 | 4 | -69 | -4 | -17 | 6 | -4 | -6 | -32
CCN(CC)CCN(C)C(=O)c1[nH]c(C(F)(F)F)nc1-c1ccccc1 | . | . | 15 | . | 17 | 14 | -15 | -11 | . | 9 | 30
CC1CN(C(=O)c2cccc(S(=O)(=O)Nc3cc(Cl)ccc3Cl)c2)CC(C)O1 (stereo not given) | -0.1 | 2 | -2 | 14 | 16 | 7 | 2 | -5 | 0 | 9 | 3
CCOC(=O)[C@H]1[C@H]2COc3ccc(C)cc3[C@@H]2N2C(=O)c3cc(Br)ccc3NC(=O)[C@@]12C | -0.7 | -9 | 1 | 11 | -13 | -2 | 0 | -2 | -5 | 0 | -10
COc1cc(C(=O)N(Cc2cc3ccccc3[nH]c2=O)CC2CCCO2)cc(OC)c1OC (stereo not given) | -1.0 | -4 | 8 | 4 | -7 | -8 | 11 | -4 | 5 | -22 | -12
CC(C)(O)C(=O)NNC(=S)Nc1cccc(C(F)(F)F)c1 | -5.7 | -6 | 2 | 6 | 10 | -16 | 8 | 4 | 6 | 2 | 9
COc1ccc(CNC(=O)[C@H](CCSC)NC(=O)N2CCn3c2nc2ccccc23)cc1 | -3.4 | 8 | -5 | 9 | -4 | -32 | -35 | -1 | -12 | -10 | 2
Cn1nc(C(C)(C)C)cc1C(=O)NCc1ccc2c(c1)OCO2 | 2.3 | 37 | 8 | 0 | 7 | 15 | 42 | -14 | -9 | 60* | 15
CCc1ccc(N2C(=O)CC(N3CCN(Cc4ccc5c(c4)OCO5)CC3)C2=O)cc1 (stereo not given) | -2.8 | 1 | 2 | -2 | 5 | -6 | -4 | -9 | -96 | -1 | 15
COc1ccc(-c2cc(C(F)(F)F)n3nc(C(=O)N4CCCCC4)cc3n2)cc1 | 1.9 | -22 | 4 | -6 | 4 | -2 | 1 | -1 | 3 | -5 | -4
COCCCN1C(=O)c2[nH]nc(-c3cc(C)cc(C)c3O)c2C1c1ccc(O)c(OC)c1 (stereo not given) | -0.5 | 6 | 7 | 1 | -3 | -8 | 11 | -6 | -9 | -13 | -13
COc1ccc(-c2csc(NC(=O)C3CCCO3)n2)cc1 (stereo not given) | 0.7 | -13 | -17 | 3 | -45 | -26 | -95 | -1 | 2 | -17 | -52
CCN(CC)S(=O)(=O)c1ccc(NCCc2ccccn2)nc1 | -2.0 | -5 | -11 | -1 | -2 | -23 | 4 | -7 | 3 | 9 | -18
CCCCn1c(N)c(N(CC)C(=O)c2ccc(N3CCCC3=O)cc2)c(=O)[nH]c1=O | 1.7 | 2 | 1 | 6 | -27 | -23 | -5 | -11 | 1 | -1 | -5

One compound at a time (already shown).
Results for `CC(=O)Nc1ccc(SC[C@H](Cc2ccccc2)N2CCN(CCc3ccccc3)CCC2=O)cc1` → MC4R ag barr = 0.7; EBV LMP1 NFkB = 1; ABHD5 PLIN5 PPI = -3; MC4R antagonist = 14; SRC1 inh = -7; NCOA2 inhibitor = 0; LRH-1 inv ag = -3; NOD2 RIPK2 PPI = 0; TLR9-MyD88 block = 1; COUP-TFII inh = 2; NCOA3 inh = 0
Results for `Cc1ccc(NC(=O)Cc2nnc(SCC(=O)NC3=NCCS3)n2C)cc1` → MC4R ag barr = -1.3; EBV LMP1 NFkB = -4; ABHD5 PLIN5 PPI = 1; MC4R antagonist = 13; SRC1 inh = 21; NCOA2 inhibitor = 2; LRH-1 inv ag = 19; NOD2 RIPK2 PPI = 5; TLR9-MyD88 block = 4; COUP-TFII inh = -1; NCOA3 inh = -28

Screening results: PubChem, several laboratories
